# Screens: PubChem, National Center for Advancing Translational Sciences (NCATS)
# KAT2A inh – inhibitors of human GCN5L2 histone acetyltransferase; GCN5L2 HAT assay, ThioGlo1 CoA-SH fluorescence; Potency, µM (highest dose often 58.9 µM), for inactives: at the top dose activity change, negative = inhibition, hits mostly inhibitors; 0.21% of 390,000 active; AID 504327
#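 GCN5L2 (20 nM) in 50mM HEPES pH 7.5, 0.1mM EDTA, 0.01% Tween-20 preincubated 15 min with compounds at room temperature. Reaction started with H3(1-25) 75uM, acetyl-CoA 70uM, ThioGlo1 50uM; CoA-thiol fluorescence (Ex340/Em540) read at 0 and 20 min.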
# DT40 TDP1 CPT – DT40-hTDP1 cell growth loss with CPT; chicken DT40 Tdp1-/-;hTDP1 cells + 20 nM CPT, ATP luminescence, 48 h; Potency, µM (doses to about 46.2 µM), for inactives: top-dose activity change, negative = growth inhibition, most hits filed as inhibitors; 12% of 420,000 active; AID 686979; also: nearly all actives have a fitted effect of over 55% in size
#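 Chicken DT40 Tdp1-/- cells stably complemented with human TDP1 were seeded at 400 cells/well in medium containing 20 nM camptothecin, exposed to pin-transferred compounds, and grown at 37 °C for at least 48 hr. Viability was read as ATP luminescence.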
# FEN1 inhibitor – inhibitors of human flap endonuclease 1. P39748. Recombinant FEN1 flap cleavage, fluorescence, 15 min. Potency, µM (series often up to 114 µM), for inactives: at the highest dose activity change, negative = inhibition, usual class: inhibitors. 0.35% of 390,000 active; also: nearly all actives have a fitted effect of over 65% in size
# Target sequence (P39748 whole entry, looked up): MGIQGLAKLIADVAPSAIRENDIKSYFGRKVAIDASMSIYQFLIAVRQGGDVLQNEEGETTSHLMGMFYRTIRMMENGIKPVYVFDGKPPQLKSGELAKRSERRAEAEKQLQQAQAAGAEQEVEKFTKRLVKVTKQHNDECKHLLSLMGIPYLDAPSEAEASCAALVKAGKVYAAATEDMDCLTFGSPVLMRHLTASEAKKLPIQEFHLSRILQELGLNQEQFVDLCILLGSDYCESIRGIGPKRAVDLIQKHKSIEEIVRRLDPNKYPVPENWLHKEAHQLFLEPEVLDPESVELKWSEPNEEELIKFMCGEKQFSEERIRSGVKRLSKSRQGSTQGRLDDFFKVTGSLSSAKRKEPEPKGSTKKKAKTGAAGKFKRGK
#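 In this screen, 50 nM flap DNA substrate was added to 10 nM FEN1 pretreated with compound for 15 min at room temperature; cleavage was followed with reads at 0 and 15 min, and Hill fitting gave concentration–response parameters.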
# An asterisk follows results filed as active; ? = inconclusive; nt = no result given; & = joins results of further samples. Calls follow the shape of the dose curve; as a rule, active = well fitted curve in the direction sought with a large enough effect; inconclusive = small, poorly fitted or top-dose-only effect, or another doubt; inactive = no such curve, though single readings can be large; an effect the other way counts as inactive or inconclusive. % is scaled to controls: 0 for no effect and ±100 for the full control effect; potency is read from the fitted curve at half-maximal effect. Some of the compounds tested, so the mix of outcomes need not match the whole.
entry	SMILES	KAT2A inh	DT40 TDP1 CPT	FEN1 inhibitor
1	CSc1ccccc1-c1nnc(-c2ccccc2)o1	-6%	-14%	-13%
2	O=C(CCNS(=O)(=O)c1cccc(Cl)c1)OCC(=O)N1CCN(C(=O)c2ccco2)CC1	0%	0%	-1%
3	CCN1C(=O)[C@H]2[C@@H](c3ccc(-c4ccc5c(c4)OCO5)cc3)N[C@@](Cc3ccccc3)(C(=O)OC)[C@H]2C1=O	0%	?	0%
4	Cc1ccc(C(CC(=O)O)NC(=O)CCNC(=O)c2ccco2)cc1 (configuration not stated)	1%	-19%	2%
5	COC(=O)C1CCN(C(=O)COC(=O)c2cc([N+](=O)[O-])ccc2N2CCOCC2)CC1	0%	-4%	-7%
6	CCCC(C)NC(=O)c1cc(Cl)ccc1OC (configuration not stated)	-3%	-3%	-4%
7	Cc1ccc(C(=O)Nc2ccccc2N2CCCCC2)cc1[N+](=O)[O-]	19%	?	-21%
8	CSCC[C@H](NC(=O)N1CCn2c1nc1ccccc12)C(=O)NC1CCCCC1	-8%	?	13%
9	O=C(NCc1ccccc1)Nc1cccn(Cc2ccccc2Cl)c1=O	-4%	?	8%
10	Cc1ccc(C)c(SCc2noc(C(=O)NCC3CCCO3)c2C(=O)O)c1 (configuration not stated)	-28%	-4%	-2%
11	CC(=O)c1ccc(NC(=O)COC(=O)c2ccccc2N=Nc2ccc(N(C)C)cc2)cc1	-15%	?	-4%
12	CCC(C)C1C(C#N)=C(N)OC2=C1C(=O)CC(C)(C)C2 (configuration not stated)	-1%	?	-4%
13	Cn1c(=O)c(C(=O)CN2CCOCC2)c(N)n(Cc2ccccc2)c1=O	-5%	-11%	-2%
14	CCOc1ccc(N2CC(c3nc(-c4cc(OC)c(OC)c(OC)c4)no3)CC2=O)cc1 (configuration not stated)	-4%	?	-9%
15	COc1cccc(N2C(=O)N(c3ccccc3)C3CS(=O)(=O)CC32)c1 (configuration not stated)	-5%	7%	10%
16	CCCc1nc2oc3c(NCCN(C)C)ncnc3c2c2c1CCCC2	-2%	18µM*	-17%
17	C=CCN1C(=O)c2ccc(C(=O)N3CCC(C(N)=O)CC3)cc2C1=O	-1%	16%	14%
18	CCOC(=O)C1CCCN(C(=O)c2cc(Cl)ccc2Cl)C1 (configuration not stated)	-3%	0%	2%
19	CC(=O)Cc1nsc(NC(=O)c2ccc(Cl)cc2Cl)n1	1%	11%	0%
20	C=CCSc1nnc(NC(=O)C2CC(=O)N(Cc3ccc(C)cc3)C2)s1 (configuration not stated)	-11%	-16%	-18%
21	Cc1ccc2c(c1)C(c1ccccc1)N(C(=O)C(C)C)CC(=O)N2 (configuration not stated)	1%	-10%	-6%
22	Cc1ccc(S(=O)(=O)N(C)/N=C/c2ccc(N(C)C)cc2)cc1	-20%	-17%	-14%
23	O=C(NCC(c1ccco1)N1CCN(c2ccccc2F)CC1)C(=O)NC1CCCC1 (configuration not stated)	4%	?	2%
24	Cc1ccc(-c2csc(NC(=O)c3cccc(N4C(=O)CCC4=O)c3)n2)o1	-15%	3%	?
25	CCn1ncc(C2=NOC(C(=O)NCCc3ccccc3)C2)c1C (configuration not stated)	1%	-3%	1%
26	C=CCc1ccccc1OCCSc1nc2ccc([N+](=O)[O-])cc2s1	-3%	?	-13%
27	Cc1nn(C(C)C(=O)NC2CCC(C)CC2)c(=O)c2cc3sccc3n12 (configuration not stated)	-1%	15µM*	7%
28	COc1ccc(-n2cc(-c3ccccc3)c3c(NN4CCOCC4)ncnc32)cc1	-7%	?	1%
29	Cc1ccc2[nH]c3c(c2c1)CN(C(=O)CN1CC(C)OC(C)C1)CC3 (configuration not stated)	-18%	-8%	10%
30	O=C(NC(=S)Nc1ccc(O)cc1)C1CCCC1	0%	?	-10%

# A second format for 5 compounds above.
[13] Cn1c(=O)c(C(=O)CN2CCOCC2)c(N)n(Cc2ccccc2)c1=O
[14] CCOc1ccc(N2CC(c3nc(-c4cc(OC)c(OC)c(OC)c4)no3)CC2=O)cc1 (configuration not stated)
[15] COc1cccc(N2C(=O)N(c3ccccc3)C3CS(=O)(=O)CC32)c1 (configuration not stated)
[16] CCCc1nc2oc3c(NCCN(C)C)ncnc3c2c2c1CCCC2
[17] C=CCN1C(=O)c2ccc(C(=O)N3CCC(C(N)=O)CC3)cc2C1=O

Screen / compound no.	13	14	15	16	17
KAT2A inh	-5%	-4%	-5%	-2%	-1%
DT40 TDP1 CPT	-11%	?	7%	18µM*	16%
FEN1 inhibitor	-2%	-9%	10%	-17%	14%

# Full records as entered above. Values in the order: KAT2A inh | DT40 TDP1 CPT | FEN1 inhibitor
# Entry for Cc1ccc(C(CC(=O)O)NC(=O)CCNC(=O)c2ccco2)cc1 (configuration not stated) → 1% | -19% | 2%
# Entry for COc1ccc(-n2cc(-c3ccccc3)c3c(NN4CCOCC4)ncnc32)cc1 → -7% | ? | 1%
# Entry for O=C(NCC(c1ccco1)N1CCN(c2ccccc2F)CC1)C(=O)NC1CCCC1 (configuration not stated) → 4% | ? | 2%
# Entry for CCCc1nc2oc3c(NCCN(C)C)ncnc3c2c2c1CCCC2 → -2% | 18µM* | -17%
# Entry for CCN1C(=O)[C@H]2[C@@H](c3ccc(-c4ccc5c(c4)OCO5)cc3)N[C@@](Cc3ccccc3)(C(=O)OC)[C@H]2C1=O → 0% | ? | 0%

# Next records follow:
entry	SMILES	KAT2A inh	DT40 TDP1 CPT	FEN1 inhibitor
31	CCOc1ccccc1NC(=O)C1COc2ccccc2O1 (configuration not stated)	-13%	-1%	-2%
32	O=C(c1cccc(-n2cccc2)c1)N1CCN(S(=O)(=O)c2c(F)cccc2F)CC1	1%	?	-13%
33	N#Cc1cccc(NC(=O)CN2C(=O)NC3(CCCCCC3)C2=O)c1	-2%	-27%	1%
34	O=C(Nc1nncs1)C(Sc1ccccc1)c1ccccc1 (configuration not stated)	0%	-13%	-5%
35	COc1ccc(C(=O)NC(C)Cc2cnccn2)cc1OC1CCN(C(C)C)CC1 (configuration not stated)	0%	0%	6%
36	CCOc1cc(C2NC(=O)NC(C)=C2C(=O)OCc2ccccc2)ccc1O (configuration not stated)	6%	?	8%
37	COC(=O)c1nn(-c2ccc(OC)cc2)c(=O)cc1Oc1ccccc1	-5%	2%	0%
38	Cc1c(NC(=O)c2ccc(-c3ccc(F)cc3)o2)cccc1-c1nc2ncccc2o1	4%	4.6µM*	13%
39	CCOc1ccc(N(CC(=O)Nc2ccc(F)c(F)c2)S(=O)(=O)c2c(C)noc2C)cc1	-7%	?	1%
40	Oc1c(Cl)cc(CN2CCOCC2)c2cccnc12	-3%	0.65µM*	?
41	CCc1ccc(N(C(=O)c2snc(C(N)=O)c2N)C(C(=O)NCCC(C)C)c2c[nH]c3ccccc23)cc1 (configuration not stated)	0%	?	-1%
42	COc1ccc(-c2csc(Nc3ncccn3)n2)cc1C	-8%	-4%	-6%
43	Cc1cccc(NC(=O)CSc2nc3ccccc3nc2N2CC(C)OC(C)C2)c1 (configuration not stated)	-7%	?	-11%
44	Cc1cc(=O)[nH]c2c1cnn2Cc1ccccc1	-6%	?	0%
45	COc1ccccc1N1CCN(C(=O)C2CC=CCC2C(=O)O)CC1 (configuration not stated)	-9%	-6%	-4%
46	Cc1ccc(CC(=O)Nc2ccccc2-c2ccccc2)cc1C	-10%	?	-23%
47	CCOC(=O)C1CCCN(C(c2ccccn2)c2c(C)[nH]c3ccccc23)C1 (configuration not stated)	-9%	9%	-3%
48	COc1ccc(-n2cc(-c3ccccc3)[nH]c2=S)c(OC)c1	-6%	7.3µM*	-15%
49	O=C(Nc1cccnc1N1CCOCC1)c1cccs1	-4%	6%	6%
50	CC(=O)N1CCc2cc(S(=O)(=O)CCC(=O)Nc3ccc4c(c3)OCCO4)ccc21	-3%	1%	-9%
51	Cc1ccc2cccc(NC(=O)c3ccc(-c4ccc(Br)cc4)o3)c2n1	-1%	-16%	13%
52	Cc1ccc(Cl)cc1Nc1nn2c(=O)c3ccc(C(=O)NC4CCCCC4)cc3nc2s1	-1%	-19%	-1%
53	CCOC(=O)C1CCN(c2c(NCCCN(CC)c3ccccc3)c(=O)c2=O)CC1	2%	-12%	-12%
54	Cc1cc(C(=O)NC2CC(C)(C)Cc3c2cnn3-c2ccc(F)cc2)no1 (configuration not stated)	-9%	?	17%
55	Cc1ccc2nc3c(cc2c1)c(NC(=O)c1ccco1)nn3CC(C)C	-10%	-12%	0%
56	CCOc1ccccc1NC(=O)CSc1ccc(-c2ccco2)nn1	-22%	?	-1%
57	Cc1cccc(NCc2ccccc2O)c1	-17%	-14%	-15%
58	O=C(CNC(=O)c1ccccc1F)NNC(=O)c1ccccc1O	2%	15%	-1%
59	CC(=O)Nc1ccc(OCC=C(Cl)Cl)cc1	0%	?	-3%
60	O=C1C2C(C(=O)N1/N=C/c1cc(Br)cc([N+](=O)[O-])c1O)C1C=CC2C12CC2 (configuration not stated)	-2%	?	-7%
61	O=c1c2ccccc2nc(-c2ccco2)n1Cc1ccccc1	nt	?	7%
62	Cc1ccc(NS(=O)(=O)c2ccc(NC(=O)c3ccccc3C(=O)O)cc2)c(C)c1	nt	-1%	-5%
63	NS(=O)(=O)c1ccc(CCNC(=O)c2nc(CS(=O)(=O)c3ccc(Cl)cc3)no2)cc1	-4%	?	-18%
64	CC1=CC(c2ccccc2)n2nc(N3C(=O)C4CC=CCC4C3=O)nc2N1 (configuration not stated)	-8%	3%	-11%
65	O=C(c1ccc(F)c(F)c1)N1CCCc2ccccc21	-4%	3%	-7%
66	COCCn1c(=NC(=O)CSC(C)=O)sc2cc(OC)ccc21	-3%	?	-2%
67	Cc1cc(NC(=O)CCC(=O)N(c2ccccc2)C2(C(=O)NC3CCCCC3)CCCC2)no1	1%	-22%	8%
68	CCc1sc(NC(=O)c2cc3ccccc3oc2=O)nc1-c1cccs1	1%	7%	0%
69	Cc1ccc2cc(CN(CCN3CCCC3)C(=O)Nc3ccc(F)cc3)c(=O)[nH]c2c1C	-10%	23µM*	2%
70	CCOC(=O)CSc1nc(C)cc(Oc2ccc(=O)n(C)n2)n1	1%	0%	21%
71	CCOC(=O)N1CCN(C(=O)CCN2C(=O)/C(=C\c3ccccc3OC)SC2=S)CC1	-6%	23µM*	12%
72	O=C(CSc1nccc(=O)[nH]1)Nc1ccc(Oc2ccccc2)cc1	2%	-29%	2%
73	Cc1cccc(OC(=O)CSc2nnc(-c3cccs3)o2)c1C	0%	7%	-3%
74	COc1ccc(NC(=O)N2CCCC2C(=O)NCc2cccs2)cc1 (configuration not stated)	2%	-5%	7%
75	COc1ccc(-c2nc3c(C#N)c[nH]n3c2NC2CCCCC2)cc1	-8%	16µM*	-13%
76	O=C(NCc1ccccc1F)C1CCCN1C(=O)NC1CCCCC1 (configuration not stated)	-6%	17%	10%
77	CCOC(=O)c1sc(N=NC2=C(O)CC(C)(C)CC2=O)c(C(=O)OCC)c1C	19%	?	-3%
78	CC(=NCc1ccco1)c1c(C(F)(F)F)[nH]n(-c2nc3ccccc3s2)c1=O	-26%	?	9%
79	Cc1cc(C)c2c(n1)SCC(=O)N2CC(=O)Nc1cc(F)ccc1F	?	-7%	0%
80	CCc1nn(C(C)C(=O)N2CCN(c3ccccc3)CC2)c(=O)c2cc3occc3n12 (configuration not stated)	2%&-9%	?	-12%&5%
81	CC(C)(C)OC(=O)N[C@@H](CCCCNC(=O)OCc1ccccc1)c1nnc([C@H](CCCCNC(=O)OCc2ccccc2)NC(=O)OC(C)(C)C)o1	1%	?	-19%
82	CC(C)CN(C(=O)Cn1c(C(F)(F)F)nc2ccccc21)c1c(N)n(Cc2ccccc2)c(=O)[nH]c1=O	nt	2%	-11%
83	CCCCNC(=S)N=Nc1c(O)[nH]c2ccccc12	-5%	?	-3%
84	O=C(NCCN1CCOCC1)c1ccc2c(c1)N(Cc1ccccc1F)C(=O)c1ccccc1S2(=O)=O	-4%	-16%	-2%
85	COc1cccc(NC(=O)N[C@@H](Cc2ccccc2)C(=O)O)c1	3%	2%	-17%
86	O=S(=O)(Nc1ccc(-c2csc(-c3ccccc3)n2)cc1)c1ccc(F)cc1	-28%	?	-17%
87	CCOC(=O)c1nnn(-c2nonc2N)c1COc1c(C=O)cccc1OC	-4%	?	4%
88	S=c1[nH]nc(COc2ccccc2)n1/N=C/C=C/c1ccccc1	-18%	-11%	0%
89	CN(C)S(=O)(=O)c1cccc(C(=O)c2nccn2C)c1	-4%	-26%	0%
90	COc1ccc2[nH]cc(CCn3ccc(O)c(C/C=C/c4ccccc4)c3=O)c2c1	-12%	9%	-10%
91	CCN1CCN(CC(=O)c2ccc(OC)cc2)CC1	-4%	0%	19%
92	CCC(C)Nc1nc(OC)nc(N(C)C#N)n1 (configuration not stated)	2%	-30%	0%
